aSyn tox rescue: rescues yeast growth from alpha-synuclein toxicity. S. cerevisiae alpha-synuclein toxicity rescue, BacTiter-Glo growth, 24 h. hit rate 0.02% among 94,000. Potency, µM (titrated, usually from 46.1 µM), inactives show at the highest dose growth rescue (activation), usual class: activators; active = well fitted activation curve with a large enough effect; inconclusive = small, poorly fitted or top-dose-only effect; note: 0% is about no effect
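Growth restoration measured by BacTiter-Glo luminescence after 24 hr at 30 deg C; alpha-synuclein yeast, raffinose-pregrown to mid-log, were added at OD600=0.02 in galactose medium onto pinned compounds.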
* marks the source's active call; other numbers are inactive results; ? = inconclusive; [ ] = dose if it differs, or a comment. Potency is the fitted concentration of half-maximal effect.

SMILES	aSyn tox rescue
COc1ccccc1N1CCN(c2cc(C)nc3nc(-c4ccc(Cl)cc4)nn23)CC1	3%
COc1ccccc1OCCCC(=O)Nc1ccc([N+](=O)[O-])cc1Br	6%
O=C1COc2ccc(C(=O)COC(=O)c3ccc(S(=O)(=O)C(F)F)cc3)cc2N1	-2%
Oc1ccc2ccccc2c1CN1CCN(c2ccccc2F)CC1	-1%
CCN(CC)S(=O)(=O)c1cccc(NC(=O)CC2CCCC2)c1	-12%
COc1cc(OC)c(NC(=O)CCc2c(C)nc3c4c(C)cc(C)nc4nn3c2C)cc1Cl	-4%
COC(=O)c1ccc(Cl)cc1NC(=O)N1CCC(CN2CCC(C)CC2)CC1	0%
CCCOc1ccc(C2C(=O)N(C3CCCCCC3)CC(=O)N2Cc2ccccc2OC)cc1OC (stereo not given)	-17%
COc1ccc(NC(=O)Cn2nnc(C(=O)NCc3cccs3)c2N)cc1	0%
CCCCCn1c(=O)[nH]c2cc(C(=O)NC3CCN(Cc4ccccc4)CC3)ccc2c1=O	5%
O=S(=O)(Nc1ccc2[nH]ncc2c1)c1ccccc1Cl	-6%
Cn1c(=O)[nH]c(=O)c2c1nc(NCCc1ccccc1)n2Cc1ccc(F)cc1	-4%
CCOc1ccc(NC(=O)Cn2nnc(C(=O)NCc3cccs3)c2N)cc1	4%
COCCNC(=S)NNC(=O)c1ccc(-n2cnnn2)cc1	-3%
CCC(C(=O)Nc1nnc2n1CCS2)c1ccccc1 (stereo not given)	-13%
Cc1ccc2oc(=O)c3cnn(CC(=O)NC4CCC(C)CC4)c3c2c1 (stereo not given)	-2%
CC(=O)N1CCCc2cc(S(=O)(=O)Nc3ccc(OC(F)(F)F)cc3)ccc21	2%
CC(C)COc1ccc(C(=O)N(CC(=O)Nc2ccccc2C(F)(F)F)Cc2ccco2)cc1	15%
Cc1ccc(N2CC(C(=O)Nc3ccc(N4CCOCC4)cc3)CC2=O)cc1C (stereo not given)	-7%
COc1ccccc1/C=C/C=N/NC(=O)c1cc(-c2ccc(C)o2)[nH]n1	-2%
CC/C(O)=C1\C(=O)CC(c2ccccc2)CC1=NCCc1c(C)[nH]c2ccc(C)cc12 (stereo not given)	-4%
COc1cccc(NC(=O)Cn2c(=O)n(-c3ccc(C)cc3)c(=O)c3ccccc32)c1	-3%
O=C(c1ccco1)N1CCCN(Cc2nc(Cc3ccccc3)no2)CC1	2%
Cc1ccc(CCNc2nc3ccccc3c3nc(-c4cccnc4)nn23)cc1	-2%
CCCCNC(=O)c1ccc2c(c1)NC(=O)C(C(C)C)N2 (stereo not given)	-4%

Taken from above.
COC(=O)c1ccc(Cl)cc1NC(=O)N1CCC(CN2CCC(C)CC2)CC1 – aSyn tox rescue: 0%
Oc1ccc2ccccc2c1CN1CCN(c2ccccc2F)CC1 – aSyn tox rescue: -1%
Cc1ccc2oc(=O)c3cnn(CC(=O)NC4CCC(C)CC4)c3c2c1 (stereo not given) – aSyn tox rescue: -2%
Cc1ccc(N2CC(C(=O)Nc3ccc(N4CCOCC4)cc3)CC2=O)cc1C (stereo not given) – aSyn tox rescue: -7%

Remaining list, next part:
SMILES	aSyn tox rescue
CC(=O)Nc1ccc(S(=O)(=O)NCCc2csc3nc(-c4cccc(C)c4)nn23)cc1	7%
CCc1cccc(CC)c1NC(=O)Cc1csc(C)n1	6%
CCN(C1CCCCC1)S(=O)(=O)CCNC(=O)c1ccc2c(c1)OCO2	11%
O=C(Cc1ccccc1)NCC(=O)N1CCC1	-5%
CCOCCn1ccc2c(OCC(=O)NCc3ccc(F)cc3)cccc2c1=O	-7%
Cc1ccc2c(c1)N(C(=O)N1CCC(C(=O)NCCC3=CCCCC3)CC1)CC(C)O2 (stereo not given)	12%
O=C(NCC1CCCN(Cc2ccc3nonc3c2)C1)c1cccc(C(F)(F)F)c1 (stereo not given)	-4%
Cn1cc(S(=O)(=O)N2CCN(c3ccccc3)CC2)c(=O)n(C)c1=O	4%
COc1cc2ccccc2cc1C(=O)N1CCN(c2nc3c(F)cc(F)cc3s2)CC1	-12%
CCOc1ccc(NC(=O)CN2CC(c3ccccc3)CC2=O)cc1 (stereo not given)	15%
O=C(Nc1ccc(F)cc1)c1cccc(N2CCCS2(=O)=O)c1	-9%
COc1cc(C(=O)NC(c2ccc(Cl)cc2)c2cc(Cl)c3cccnc3c2O)cc(OC)c1OC (stereo not given)	22%
Cc1cccc(NC(=O)N2CCC(n3c(C)nc4cccnc43)CC2)c1	-4%
O=S(=O)(CCN1CCN(c2ccccc2O)CC1)c1ccc(Cl)cc1	1%
COc1ccc(-n2c(Cc3cccn3C)nnc2SCC(=O)Nc2nccs2)cc1	-8%
CCCCn1c(CN2CCN(c3ccc(OC)cc3)CC2)nc2c1c(=O)[nH]c(=O)n2C	-1%
CCNS(=O)(=O)c1ccc(C(=O)OCc2cc(=O)oc3cc(OC)ccc23)cc1	-40%[inhibitor]
CC1=CC(C)(C)n2c(O)c(N=N)c3c(C)c(C)cc1c32	8%
CCN(CC)c1nc(C=Cc2ccc(N(C)C)cc2)c2nccnc2n1	-2%
CN(C)S(=O)(=O)N(CC(=O)N1CCN(c2ccccc2F)CC1)c1ccccc1	12%
O=C(CCN1C(=O)c2cccc3cccc(c23)C1=O)Nc1ccccc1	-11%
Cc1cccn2c(=O)cc(CSc3nnc(NC(=O)COc4ccccc4)s3)nc12	-5%
Cc1c(NC(=O)CN2C(=O)C(=O)N(Cc3ccccc3)C2=O)c(=O)n(-c2ccccc2)n1C	-8%
CC(C)Nc1nc(Oc2ccc(=O)n(-c3ccccc3)n2)nc(N(C)C)n1	9%
COc1cc(C(=O)NC(c2ccccc2)c2ccccc2)cc(OC)c1C	-5%

Rewritten with bars between the fields: entries from further up
SMILES | aSyn tox rescue
CCc1cccc(CC)c1NC(=O)Cc1csc(C)n1 | 6%
CCN(C1CCCCC1)S(=O)(=O)CCNC(=O)c1ccc2c(c1)OCO2 | 11%
O=C(Cc1ccccc1)NCC(=O)N1CCC1 | -5%

Going on with the list.
SMILES	aSyn tox rescue
Cc1ccc(-c2nc3ncccc3o2)cc1NC(=O)c1ccccc1	-1%
Cc1c(C(=O)Nc2cccnc2Cl)oc2ccccc12	6%
Cn1c(CCN2CCCC2)nc2cc(NS(=O)(=O)c3ccc(F)cc3)ccc21	-6%
COc1ccccc1NC(=O)c1ccc(NC(=O)COC(=O)C(C)C)cc1	8%
COc1cccc(CSc2nc3n(n2)C(c2cccnc2)C(C(=O)Nc2ccccc2C)=C(C)N3)c1 (stereo not given)	-6%
O=C(Nc1ccc(C(F)(F)F)cc1)c1cc(S(=O)(=O)NC2CCCCCC2)ccc1F	?
COc1ccc(CN(C)C(=O)c2ccc(OCC(=O)Nc3cccc(C(F)(F)F)c3)c(OC)c2)cc1	?
CCc1ccc(NCc2cccn2-c2nnc(N3CCCCCC3)s2)cc1	-4%
COc1ccc(-c2noc(COc3ccc(Br)cc3C)n2)cc1OC	-4%
O=C(CCNC(=O)C1CCN(S(=O)(=O)c2ccccc2)CC1)NCc1cccnc1	-2%
Nc1nc(COC(=O)c2ccco2)nc(Nc2ccccc2)n1	9%
CCC(C)Sc1cc(C(F)(F)F)c(C(=O)Nc2ccc(Cl)cc2)cn1 (stereo not given)	-3%
Cc1ccc(C)c(Nc2nn3c(=O)c4ccc(C(=O)NCCC5=CCCCC5)cc4nc3s2)c1	-1%
CC(=O)c1ccc(NC(=O)CN2CCC(NC(=O)c3ccccc3C)CC2)cc1	6%
CS(=O)(=O)Nc1ccccc1NS(C)(=O)=O	2%
COc1ccc(-n2c(SCc3ccccc3)nc3c([nH]c4ccccc43)c2=O)cc1	-8%
COCCCNc1nc2c(c(=O)n(Cc3ccccc3)c(=O)n2C)n1C	2%
O=C(COC(=O)c1cccc(S(=O)(=O)N2CCc3ccccc32)c1)Nc1ncc(Cl)cc1Cl	-7%
Cc1ccc2nc(/C(C#N)=C/c3ccc(-c4ccc(F)cc4F)o3)[nH]c2c1	-9%
COc1cccc(COC(=O)C2CCN(S(=O)(=O)c3cccs3)CC2)c1OC	6%
Cc1nc(-c2ccc(F)cc2)c(CC(=O)N(C)CC(=O)Nc2ccccc2Br)s1	4%
Cc1ccccc1NC(=O)c1cc2ccccc2o1	-2%
C[C@@H]1CN([C@@H](C)CO)C(=O)c2cc(N(C)C)ccc2O[C@@H](C)CCCCO[C@@H]1CN(C)S(=O)(=O)c1cccs1	-6%
COc1ccccc1C(=O)NC(CCSC)C(=O)NC1CCCCCC1 (stereo not given)	-9%
CCN(CC(=O)NCc1cccs1)S(=O)(=O)c1ccc([N+](=O)[O-])cc1	12%
(list continues)
SMILES	aSyn tox rescue
Cc1cc(C)c2c(-n3cccc3)c(C(=O)NCc3cccc(F)c3)sc2n1	2%
O=C(c1cccs1)N1C[C@@H](n2cc(C3CC3)nn2)[C@H](O)C[C@@H]1c1ccccc1	-4%
O=C(Nc1ccc(N2CCOCC2)cc1)c1cccc2ccccc12	0%
O=C(NC1CCCc2ccccc21)c1ccc(F)cc1F (stereo not given)	4%
COc1cccc(CNC(=O)NCc2noc3ccc(C)cc23)c1	-6%
CCOc1ccc(N(C(C)C(=O)NCCSc2ccc(Cl)cc2)S(C)(=O)=O)cc1 (stereo not given)	?
C[C@@H]1CN([C@H](C)CO)C(=O)CCCn2nncc2CO[C@H]1CN(C)C(=O)c1ccc2ccn(C)c2c1	-2%
Cc1cccc(NC(=O)CN2CCCCCC2)c1	-2%
CCCSc1ncc(Cl)c(C(=O)Nc2c(C(=O)Nc3ccc(C)cc3)oc3ccccc23)n1	-2%
CN(C)CCC1(c2ccccc2)CCN(C)C1=O (stereo not given)	-11%
Cc1sc2ncn(CC(=O)Nc3ccc(C(C)C)cc3)c(=O)c2c1S(=O)(=O)N1CCN(c2ncccn2)CC1	2%
CCN(CC)C(=O)C1=C(C)N(Cc2ccc(OC)cc2)C(=O)C(CC(=O)NC(c2ccccc2)c2ccccc2)C1 (stereo not given)	4%
Cc1oc(-c2cccc(Cl)c2)nc1CN1CCC(C(=O)NCCCN2CCN(c3ccc(F)cc3)CC2)CC1	1%
O=C(CSc1ncnc2scc(-c3ccccc3)c12)NC1CCS(=O)(=O)C1 (stereo not given)	-4%
CC(C)CCNC(=O)c1ccc(NC(=O)N2CCCCc3ccccc32)cc1	-6%
O=C(Nc1ccc(S(=O)(=O)N2CCOCC2)cc1)c1c(F)cccc1F	4%
Cc1ccc(NC(=O)Cn2nc(C(=O)Nc3ccc(C)cc3)ccc2=O)cc1	1%
COc1ccc(CCNC(=O)CCn2c(SCC(=O)N3CCCC3)nc3ccccc3c2=O)cc1OC	-2%
CC1CCCN(Cc2c(O)ccc3c(=O)c(Oc4ccc(C(C)(C)C)cc4)c(C(F)(F)F)oc23)C1 (stereo not given)	8%
CCOC(=O)c1ccccc1NC(=O)c1cc2c(=O)oc3ccc(C)cc3c2s1	3%
Cc1ccc(S(=O)(=O)n2nc(-c3ccco3)nc2NCc2ccc(N(C)C)cc2)cc1	-5%
O=C(Nc1cccc(C(F)(F)F)c1)c1cc(-c2ccc3c(c2)OCCO3)on1	-2%
CCOc1ccccc1NC(=O)C(C)N(c1ccccc1)S(C)(=O)=O (stereo not given)	0%
O=[N+]([O-])c1ccc(-c2n(-c3ccccn3)c3ccccc3[n+]2-c2ccccn2)cc1	-6%
COc1cc(NC(=O)Cn2c(-c3ccccc3)cc(C(C)=O)c2C)cc(OC)c1	-4%

Three entries already listed, sorted by SMILES length, ascending:
SMILES	aSyn tox rescue
O=C(NC1CCCc2ccccc21)c1ccc(F)cc1F (stereo not given)	4%
Cc1ccc(S(=O)(=O)n2nc(-c3ccco3)nc2NCc2ccc(N(C)C)cc2)cc1	-5%
Cc1oc(-c2cccc(Cl)c2)nc1CN1CCC(C(=O)NCCCN2CCN(c3ccc(F)cc3)CC2)CC1	1%

The main list resumes with the 7 entries that preceded the break.
SMILES	aSyn tox rescue
CC1CCCN(Cc2c(O)ccc3c(=O)c(Oc4ccc(C(C)(C)C)cc4)c(C(F)(F)F)oc23)C1 (stereo not given)	8%
CCOC(=O)c1ccccc1NC(=O)c1cc2c(=O)oc3ccc(C)cc3c2s1	3%
Cc1ccc(S(=O)(=O)n2nc(-c3ccco3)nc2NCc2ccc(N(C)C)cc2)cc1	-5%
O=C(Nc1cccc(C(F)(F)F)c1)c1cc(-c2ccc3c(c2)OCCO3)on1	-2%
CCOc1ccccc1NC(=O)C(C)N(c1ccccc1)S(C)(=O)=O (stereo not given)	0%
O=[N+]([O-])c1ccc(-c2n(-c3ccccn3)c3ccccc3[n+]2-c2ccccn2)cc1	-6%
COc1cc(NC(=O)Cn2c(-c3ccccc3)cc(C(C)=O)c2C)cc(OC)c1	-4%
CCc1cccc(NC(=O)CCS(=O)(=O)c2ccc(C)cc2)c1	1%
CCc1nnc(NC(=O)CSc2nccn2-c2cc(C)cc(C)c2)s1	0%
Cc1ccn2c(=O)nc(SCC(=O)Nc3cc(C)on3)nc2c1	-6%
Cc1ccc(C(=O)C(C)OC(=O)c2cc(=O)[nH]c3ccccc23)cc1 (stereo not given)	-2%
COc1ccc(-c2cc(OC(=O)c3ccccc3)c3c(C)oc(C)c3c(=O)c2)cc1OC	27%
Cc1cccc(OCC(=O)Oc2ccc(Cl)cc2)c1	-6%
COc1ccc(C)cc1NC(=O)Cn1c(=O)ccc2cc(S(=O)(=O)N3CCCC3)ccc21	5%
C=CCc1ccccc1OCC(O)CN1CCN(c2ccccc2)CC1 (stereo not given)	-7%
CSc1ccc(CCNC(=O)c2cnc3c(C)cccn3c2=O)cc1	-6%
CCOc1ccc(N/C(SCc2cccc([N+](=O)[O-])c2)=C(/C#N)C(N)=O)cc1	11%
CCOc1cc(/C=C2/NC(=O)NC2=O)cc(Br)c1OCc1ccc(C(=O)O)cc1	1%
Cc1ccccc1NC(=O)CCN1C(=O)c2ccccc2Sc2ncccc21	-13%
Cc1cc(C)c2cc(C#N)c(N3CCNCC3)nc2c1	-12%
Cc1ccccc1CNC(=O)C(=O)NCC(c1cccs1)S(=O)(=O)c1cccs1 (stereo not given)	-8%
COc1ccc(CCNC(=O)C(=O)NCC2CCCN2S(=O)(=O)c2ccc(OC)cc2)cc1 (stereo not given)	-15%

This is a subset; rates above refer to the full screens.
